Compound activity from PubChem.
OX1R antag-1 – blocks the human orexin 1 receptor. inhibition, % at 6.6 µM. 330,000 compounds, 1.8% hits. OX1R-expressing cells, FRET antagonist read-out. AID 485270; in the data active = inhibition mostly above about 38%, no sharp cut-off; inactive = mostly below about 40%;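 also: 0% = agonist challenge alone and 100% = reference antagonist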
Target sequence (O43613 whole entry, looked up): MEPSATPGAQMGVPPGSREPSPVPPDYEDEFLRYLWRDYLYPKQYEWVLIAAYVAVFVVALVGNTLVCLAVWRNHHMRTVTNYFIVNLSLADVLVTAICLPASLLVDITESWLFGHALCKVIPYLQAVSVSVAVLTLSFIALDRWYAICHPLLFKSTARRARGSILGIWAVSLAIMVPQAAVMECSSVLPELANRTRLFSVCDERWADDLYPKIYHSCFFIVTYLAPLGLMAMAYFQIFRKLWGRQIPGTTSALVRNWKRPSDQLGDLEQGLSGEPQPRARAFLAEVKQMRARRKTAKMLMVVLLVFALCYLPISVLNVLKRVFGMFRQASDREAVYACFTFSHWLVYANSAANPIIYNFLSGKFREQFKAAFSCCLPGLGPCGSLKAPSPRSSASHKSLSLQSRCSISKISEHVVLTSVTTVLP
OX1R antag-2 – blocks the human orexin 1 receptor | inhibition, % at 5 µM | AID 434989 | CHO/OX1R cells, Fluo-8 calcium fluorescence, orexin A | O43613 | 330,000 compounds, 0.43% hits;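 active = inhibition above its plate's threshold, mean inhibition of all tested compounds on the plate plus 3 SD, cut at about 37% in these data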;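 also: 0% = orexin A challenge wells and 100% = SB-334867-A antagonist wells; not every result past the cut was called active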
The depositor's hits bear a star.

OX1R antag-1	OX1R antag-2	SMILES
16	-20	CC(C)OCCCN1CN(S(=O)(=O)c2cccc(Cl)c2)c2nc3ccccc3nc21
9	-29	CCn1c(COc2ccc(C)cc2)nnc1SCC(=O)C(C)(C)C
3	-9	CC1CCN(c2nc3c(c(=O)n(C)c(=O)n3C)n2Cc2ccccc2)CC1
66	-11	Cc1ccc(C(=O)N2CCCN(c3nc4cc5c(cc4cc3C#N)OCO5)CC2)cc1
21	-7	CCCCCCCC(=O)N/N=C/c1ccncc1
6	-3	COc1ccc(OC)c(N2C(=O)C(Cl)=C(N3CCOCC3)C2=O)c1
-5	-13	CCOCC(=O)N1CCN(Cc2ccc3c(c2)OCO3)CC1
32	-17	O=C(CN1C(=O)c2cccc3cccc1c23)NC1CCCC1
3	-9	O=C(Nc1nnc(C2=COCCO2)o1)c1cccc(C(F)(F)F)c1
8	-22	CCOc1ccc(-n2c(N)c(C(=O)NCc3ccco3)sc2=S)cc1
4	-23	Cc1ccc(C(=O)NCC(c2ccc(F)cc2)N2CCOCC2)s1 (stereo unspecified)
10	-15	COc1cccc(CNc2ccc3[nH]c(=O)[nH]c3c2)c1OCc1ccccc1F
22	0	O=C(c1ccc(Cl)cc1)N1CCC(N2CCC(C(=O)N3CCOCC3)CC2)CC1
22	-31	COC(=O)c1cc(S(=O)(=O)N2CCCC2=O)c(Cl)cc1Cl
7	-18	Cn1c(=NC(=O)C2CCCCC2)sc2cc([N+](=O)[O-])ccc21
78*	-16	N=c1c(C(=O)NCc2ccccc2)cc2c(=O)n3ccccc3nc2n1Cc1ccco1
5	-20	CCC(O)(CC)C(=O)N(Nc1ccc(C)cc1)c1ccc(C)cc1
32	-13	Fc1cc(Br)ccc1COc1ccc(-c2nnco2)cc1
11	-12	O=C1CCSc2cccc3cccc(c23)N1
5	-14	CCOC(=O)COc1cccc2c(=O)n(CC(=O)N3CCCCC3)ccc12
10	-13	CC1CCN(C(=O)c2ccc(NC(=O)C3CCCO3)cc2)CC1 (stereo unspecified)
7	-22	O=C(NC1=NCCS1)c1cc(-c2ccccc2)nn1-c1ccccc1
6	-30	COc1ccc2oc(=O)c(C(=O)NC3CCCCCC3)cc2c1
9	-23	CCOC(=O)c1ccc(NC(=O)CC2SCCNC2=O)cc1 (stereo unspecified)
9	-17	COc1ccc(Oc2cccc(Cl)c2CNC(=O)CCCC(=O)O)cc1

Arranged by length of the SMILES (falling): some entries from above
OX1R antag-1	OX1R antag-2	SMILES
10	-15	COc1cccc(CNc2ccc3[nH]c(=O)[nH]c3c2)c1OCc1ccccc1F
7	-18	Cn1c(=NC(=O)C2CCCCC2)sc2cc([N+](=O)[O-])ccc21
5	-14	CCOC(=O)COc1cccc2c(=O)n(CC(=O)N3CCCCC3)ccc12
3	-9	O=C(Nc1nnc(C2=COCCO2)o1)c1cccc(C(F)(F)F)c1
7	-22	O=C(NC1=NCCS1)c1cc(-c2ccccc2)nn1-c1ccccc1
9	-29	CCn1c(COc2ccc(C)cc2)nnc1SCC(=O)C(C)(C)C

Next section.
OX1R antag-1	OX1R antag-2	SMILES
56*	-6	O=C(CN1C(=O)c2ccc([N+](=O)[O-])cc2C1=O)NC1CCS(=O)(=O)C1 (stereo unspecified)
26	-32	CCOc1ccc2[nH]c(=O)c(CN(Cc3cccnc3)C(=O)Nc3ccccc3OC)cc2c1
11	-20	CCN1CCN(S(=O)(=O)c2ccc(Cl)c(C(=O)Nc3ccccc3N3CCCCC3)c2)CC1
34	-1	COc1ccc(CC2=C(O)c3ccccc3C(=O)C2=O)cc1
2	-9	CC(Oc1ccccc1Cl)C(=O)N(Cc1ccco1)C1CCS(=O)(=O)C1 (stereo unspecified)
27	-7	Cc1ccc(NC(=O)Cn2c(O)c(N=NC(N)=S)c3ccccc32)cc1
28	-28	COc1ccc(C(=O)NCCC2=CCCCC2)cc1
12	-12	O=C(c1ccco1)N1CCN(c2nc3ccccc3c(=O)n2-c2ccccc2)CC1
1	-23	O=C(CS(=O)(=O)Cc1ccccc1)N1CCN(Cc2ccc3c(c2)OCO3)CC1
19	-8	CCOC(=O)COc1cnc2ccccc2n1
1	-16	CN(C)Cc1c(C(=O)N/N=C/c2cccc(OCc3ccc(F)cc3)c2)nnn1-c1nonc1N
34	-11	O=c1[nH]ncn1-c1ccc(Br)cc1
-3	-17	Cc1cccc(N(C(=O)CCC(=O)Nc2nccs2)C(C(=O)NC(C)(C)C)c2ccc(O)cc2)c1 (stereo unspecified)
14	-5	OCC1CCCCN1C(=S)Nc1ccc(Cl)cc1Cl (stereo unspecified)
4	-1	CCOC(=O)/C(C#N)=C(\N)C(C)C(=O)Nc1ccccn1 (stereo unspecified)
11	-32	Cc1cccc(NC(=S)NC2CCCCC2)n1
16	25	Cc1cc(NC(=O)c2ccc(Cl)cc2)ccc1NC(=O)c1ccccc1Cl
-2	-2	Cc1ccc(C(=O)N2CCN(C34CC5CC(CC(C5)C3)C4)CC2)o1
5	-10	Cc1ccc(-n2nc3cc(C)c(N)cc3n2)cc1
12	-19	O=C(c1ccc(Cl)cc1[N+](=O)[O-])N1CCc2ccccc2C1
7	18	CCN1C(=O)[C@H]2[C@H]3CN=C(SC)N3[C@@](CC)(C(=O)OC)[C@H]2C1=O
21	-14	CCOc1ccc(N2C(=O)Nc3ccccc3C2(O)C(=O)NCc2ccc3c(c2)OCO3)cc1 (stereo unspecified)
9	-6	CC(=O)Nc1cccc(/C(C)=N/NC(N)=S)c1
-3	-25	CC(=O)N1c2ccc(S(=O)(=O)NCCC(=O)NCc3ccc(F)cc3)cc2CC1C (stereo unspecified)
14	-21	CCNC(=S)N1CCC(Cc2ccccc2)CC1

Compound profiles, from the list above. Order of values: OX1R antag-1	OX1R antag-2
Record of `Cc1ccc(C(=O)N2CCN(C34CC5CC(CC(C5)C3)C4)CC2)o1` → -2	-2
Record of `CN(C)Cc1c(C(=O)N/N=C/c2cccc(OCc3ccc(F)cc3)c2)nnn1-c1nonc1N` → 1	-16
Record of `CCOC(=O)/C(C#N)=C(\N)C(C)C(=O)Nc1ccccn1` (stereo unspecified) → 4	-1
Record of `Cc1cccc(NC(=S)NC2CCCCC2)n1` → 11	-32
Record of `COc1ccc(C(=O)NCCC2=CCCCC2)cc1` → 28	-28

Additional results follow.
OX1R antag-1	OX1R antag-2	SMILES
20	-23	CCOc1ccc(N(CC(=O)NCc2ccccc2)C(=O)CCC(=O)Nc2nccs2)cc1
0	2	Cc1ccc(/C=C/c2onc(C)c2S(=O)(=O)N2CCC(C(=O)N3CCN(C)CC3)CC2)cc1
33	0	CN(C)CCCOC(=O)c1ccc(Cl)cc1
7	-23	O=C(/C=C/c1ccco1)NCCc1ccc(F)cc1
-1	13	Cc1ccnc(N/C=C(\C#N)c2nc(-c3cccc(Br)c3)cs2)c1
6	-1	FC(F)(F)c1nnc2ccc(Cl)nn12
20	-12	CC(C)OC(=O)c1cn(-c2ccccc2)nc1-c1ccc2c(c1)OCCO2
10	-10	Cc1nn(CC(=O)c2cccc(Cl)c2)c(C)c1[N+](=O)[O-]
-4	-14	CN1CCN(S(=O)(=O)c2cc(Cl)c(Cl)cc2Cl)CC1
16	-11	C[C@H](CO)N1C[C@H](C)[C@@H](CN(C)S(=O)(=O)c2ccc(F)cc2)Oc2ccc(NS(=O)(=O)c3ccccc3)cc2C1=O
5	13	Cc1ccccc1NC(=O)Cn1nnc(S(=O)(=O)c2ccc(C(C)(C)C)cc2)c1N
14	-18	CCc1c(C)c(C#N)c2nc3ccccc3n2c1NCc1ccco1
-1	-23	Cc1ccc(-c2nn(-c3ccc(F)cc3)cc2C(=O)N(C)CC(=O)Nc2ccc(N3CCOCC3)cc2)cc1
17	-2	CCOc1ccc(N(CC(=O)Nc2ccc(C)c(C)c2)S(=O)(=O)c2c(C)noc2C)cc1
31	-27	CN(C(=O)CSc1nc2cc(Cl)ccc2c(=O)n1Cc1ccco1)C1CCS(=O)(=O)C1 (stereo unspecified)
13	-1	CCCCCCCCNc1nc(Cl)nc(NCc2ccco2)n1
1	-13	O=C(COC(=O)/C=C/c1ccc(F)cc1)Nc1ccccc1-c1ccccc1
5	-17	Cc1noc(C)c1C(=O)N1CCC2(CC1)Oc1ccc(F)cc1C(=O)C21CC(c2ccc(Cl)cc2)=NO1 (stereo unspecified)
2	-27	CCc1ccc(-c2nc(CS(=O)CC(=O)NC3CCCCCC3)c(C)o2)cc1 (stereo unspecified)
46	-14	COc1ccc(N2C(=O)CC(N(Cc3ccco3)C(=O)CCC(=O)O)C2=O)cc1 (stereo unspecified)
1	-19	CCOC(=O)C(=O)NNc1ccc(C)cc1
3	7	CCOC(=O)N1CCN(Cc2ccccc2Cl)CC1
0	-11	CS(=O)(=O)N1CCCC(C(=O)c2cccc(Cl)c2)C1 (stereo unspecified)
11	6	O=C(NCc1ccco1)NCC(F)(F)F
8	-7	CC(NC(=O)c1cc(=O)[nH]c2ccccc12)c1ccc(F)cc1F (stereo unspecified)
12	-16	COc1ccc2oc(C(=O)Nc3ccccc3N3CCOCC3)c(C)c2c1
8	-10	CSc1ncccc1C(=O)OCC(=O)Nc1ccc(Cl)cn1
6	-6	COc1cc(C(=O)Nc2sc(C(=O)N3CCOCC3)c(C)c2C#N)cc(OC)c1OC
1	-15	CC(=O)N1CCN=C1SCc1cccc(Cl)c1
22	-18	COc1ccc(OCC(=O)NNC(=O)c2ccccc2OCc2c(C)noc2C)cc1
-1	-26	CCOCCCNC(=O)c1cn(CC(C)C)c(=O)c2c1c1ccccc1n2C
21	-39	Clc1ccc2nc(SCc3nnc(-c4ccccc4)o3)[nH]c2c1
17	1	Cn1c(-c2ccc(-c3ccccc3)cc2)c[nH]c1=S
33	-2	Cc1ccc(NC(=O)c2oc3ccccc3c2C)c([N+](=O)[O-])c1
6	-31	COc1ccccc1OCc1nnc(SCC(=O)NCc2ccco2)n1Cc1ccco1
12	-23	Cc1cccc(-n2c(-c3ccco3)n[nH]c2=S)c1
9	-12	Nc1nc(Nc2ccccc2Cl)cc(=O)[nH]1
24	1	CN1C(=O)[C@@H]2[C@H](C1=O)[C@@H]1C(=O)Nc3ccccc3C(=O)N1[C@@H]2c1ccc(Br)cc1
0	-8	Cc1[nH][nH]c(=O)c1C=NCc1cccs1
91*	-21	Cc1cccc(NC(=O)Nc2cccc(C#N)c2)n1
20	-17	O=C(Nc1nnc(C2CC2)s1)C1Cc2ccccc2CN1S(=O)(=O)c1cccs1 (stereo unspecified)
20	-13	Cc1ccc(Cn2cnc3sc4c(c3c2=O)CCC4)c(C)c1
52	5	CCOc1cccc2c1OC1(C)CC2NC(=O)N1c1ccc(OC)cc1 (stereo unspecified)
4	-10	COc1ccc2cc(C3CC(c4cccs4)=NN3S(C)(=O)=O)c(Cl)nc2c1 (stereo unspecified)
17	-15	CCOC(=O)c1c(C)[nH]c(C(C)=NNC(=O)c2cccs2)c1C
14	-8	Cc1ccc(CNC(=O)c2nn(C)c(C)c2[N+](=O)[O-])cc1
2	-3	Cc1[nH]n(C(N)=S)c(=O)c1N=Nc1ccc(Cl)cc1Cl
21	-10	COc1cc(CN2CCC(C(=O)N3CCN(c4ccccc4F)CC3)CC2)ccc1O
8	-11	COc1ccc(/C=N/NC(=O)c2cnccn2)c(OC)c1OC
3	-9	COc1ccc(OC)c(N2C(=NC(=O)C3CCCCC3)SC3CS(=O)(=O)CC32)c1 (stereo unspecified)

Carrying on:
OX1R antag-1	OX1R antag-2	SMILES
5	-7	CCOc1ccc(C(=O)NNC(=O)CCNC(=O)c2ccco2)cc1OC
30	-5	CCn1c(SCC(=O)Nc2nccs2)nnc1-c1cccnc1
43	9	Cc1cc(=O)c(C(=O)O)nn1-c1ccccc1[N+](=O)[O-]
6	-25	COc1cc(C(=O)N2CCc3ccccc32)cc(OC)c1OC
6	0	CC(C)(C)NC(=O)Cn1nnc(-c2ccccc2NC(=O)c2ccco2)n1
13	-20	O=C(CSc1nc2scc(-c3ccco3)c2c(=O)n1-c1ccccc1)NCC1CCCO1 (stereo unspecified)
5	-16	COc1ccc(CCNC(=O)C2(C)CCC(=O)N2Cc2ccc3c(c2)OCO3)cc1OC (stereo unspecified)
24	-11	CCC1=C(OC(=O)N(CC)CC)N2C(=O)OC(=NCc3ccccc3)[C@]2(C)[C@H]2C1=CC[C@H]1C(=O)NC(=O)[C@H]12
2	-34	COc1ccccc1C1NC(=O)NC(C)=C1C(=O)OC1CCC(C)CC1 (stereo unspecified)
5	-2	NCC(=O)CCC(=O)O
16	-11	Clc1cc(Cl)cc(Nc2ncn[nH]2)c1
13	-16	COc1ccc(C(=O)Nc2cc(C(F)(F)F)ccc2-n2cncn2)cc1
47	2	CSCCC(NS(=O)(=O)c1ccc(C)cc1)C(=O)NCCc1c[nH]c2ccccc12 (stereo unspecified)
7	-35	Cc1ccc(S(=O)(=O)N2CCC(=O)N(C(COCc3cccc(C)c3)C(C)C)CC2)cc1 (stereo unspecified)
2	-17	COc1ccccc1CNC(=O)C1CCN(S(=O)(=O)c2ccc3nc4c(c(C(=O)O)c3c2)CCCC4)CC1
-7	-19	CCCn1c2ccccc2c2cnn(CC(=O)N(CC)CC)c(=O)c21
0	1	Cn1c(=O)c2c(nc(SC3C(=O)CC(C)(C)CC3=O)n2C)n(C)c1=O
8	-16	CC1CC2C3CCC4=CC(=O)C=CC4(C)[C@@]3(Cl)C(O)CC2(C)C1(O)C(=O)CO (stereo partly specified)
11	-2	COc1ccc(-n2c(-c3ccc(C)cc3)n[nH]c2=S)cc1
14	-24	COc1cccc(/C=C/C(=O)OCC(=O)Nc2cccc(S(=O)(=O)N3CCCCC3)c2)c1OC
19	-23	COc1ccc(-c2noc(CN(C)S(=O)(=O)c3ccccc3)n2)cc1OC
14	-5	O=C(NC1CCCCCCC1)C1CCN(S(=O)(=O)N2CCC3(CC2)OCCO3)CC1
